POLB inh: qHTS Assay for Inhibitors of DNA Polymerase Beta. Potency, µM (series often up to 114 µM), for inactives: top-dose activity change, negative = inhibition, usual class: inhibitors. hit rate 1.3% among 340,000. Pol beta primer extension/strand displacement, fluorescence kinetic. P06746; note: potency is the fitted concentration of half-maximal effect; % is set by controls: 0 for no effect and ±100 for the full control effect
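10 nM enzyme + cpd, 15 min RT; start with substrate 50 nM final; read 0 min and after 10 min RT. Corrected, normalized data; 4-parameter Hill curve fit.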
Tb PGK inh: qHTS Assay to Find Inhibitors of Phosphoglycerate Kinase | hit rate 0.043% among 380,000 | Potency, µM (doses to about 57.5 µM), inactives show top-dose activity change, negative = inhibition, usual class: inhibitors | PGK/GAPDH coupled, Kinase-Glo luminescence, 60 min | Phosphoglycerate kinase, glycosomal (Trypanosoma brucei brucei), P07378; note: potency is the fitted concentration of half-maximal effect; % is set by controls: 0 for no effect and ±100 for the full control effect; nearly all actives have a fitted effect of over 60% in size
Target sequence (P07378 whole entry, looked up): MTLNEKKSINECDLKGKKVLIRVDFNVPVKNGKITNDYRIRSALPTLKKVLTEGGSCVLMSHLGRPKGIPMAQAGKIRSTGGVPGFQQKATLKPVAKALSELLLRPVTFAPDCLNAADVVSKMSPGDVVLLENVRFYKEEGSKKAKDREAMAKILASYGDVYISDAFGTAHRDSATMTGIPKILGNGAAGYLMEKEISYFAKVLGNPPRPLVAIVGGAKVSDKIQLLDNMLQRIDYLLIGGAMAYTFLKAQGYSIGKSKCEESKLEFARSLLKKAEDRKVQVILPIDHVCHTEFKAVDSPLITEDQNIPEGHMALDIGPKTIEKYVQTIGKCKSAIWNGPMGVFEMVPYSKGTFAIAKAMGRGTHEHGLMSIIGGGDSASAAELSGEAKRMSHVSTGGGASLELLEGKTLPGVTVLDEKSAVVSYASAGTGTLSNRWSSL
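Luminescent ATP detection (Kinase-Glo Plus) follows a 60-minute room-temperature incubation, with wells lacking PGK as controls. Buffer: 100 mM TEA (pH 7.6), 5 mM MgCl2, 0.01% Tween-20. Coupling enzyme GAPDH (100 nM final) supplies unstable 1,3-BPG in-well.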
Pol iota inh: qHTS for Inhibitors of Polymerase Iota; hit rate 1% among 390,000; Potency, µM (highest dose often 115 µM), for the others: at the highest dose activity, negative = inhibition, usual class: inhibitors; Pol iota fluorescent replication assay, 10 min; DNA polymerase iota (Homo sapiens), Q9UNA4; note: potency is the fitted concentration of half-maximal effect
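Fluorescent replication assay read twice, at 0 min and 10 min after adding 50 nM (final) substrate. Enzyme (10 nM) and compounds were first incubated 15 min at room temperature; enzyme-free buffer wells were negative controls.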
RXFP1 antag: qHTS Assay for Antagonists of the Relaxin Receptor RXFP1; HEK293-RXFP1, relaxin-stimulated cAMP HTRF, 30 min; active compounds read low; activity change, negative = inhibition, % at 57.5 µM; Relaxin receptor 1 (Homo sapiens), Q9HBX9; hit rate 0.59% among 350,000; AID 1259400, 2018;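 active = activity change of -60% or lower, but not beyond a set lower limit; inconclusive = change between -60% and -40%, or beyond the set limit; inactive = change above -40%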; note: % is set by controls: 0 for no effect and ±100 for the full control effect
POLH inh: qHTS for Inhibitors of Polymerase Eta; hit rate 1.2% among 390,000; AID 588591, 2011; DNA polymerase eta (Homo sapiens), Q9Y253; recombinant Pol eta, fluorescent DNA replication assay; Potency, µM (top dose mostly 114 µM), for the others: at the highest dose activity change, negative = inhibition, most hits filed as inhibitors; note: potency is the fitted concentration of half-maximal effect; % is set by controls: 0 for no effect and ±100 for the full control effect
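Fluorescent replication assay: 50 nM final substrate added after a 15 min room-temperature compound preincubation with 10 nM enzyme. Signal taken at 0 min and again at 10 min.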
POLK inh: qHTS for Inhibitors of Polymerase Kappa | DNA polymerase kappa (Homo sapiens), Q9UBT6 | purified Pol kappa, fluorescent DNA synthesis assay, 10 min | Potency, µM (top dose mostly 107 µM), without a hit: top-dose activity, negative = inhibition, hits mostly inhibitors | hit rate 0.53% among 400,000; note: potency is the fitted concentration of half-maximal effect; % is set by controls: 0 for no effect and ±100 for the full control effect
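Enzyme at 10 nM met test compounds for 15 min at room temperature. Substrate addition (50 nM final) began the reaction, which was monitored by fluorescence at 0 and 10 min.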
APEX1 inh: qHTS Assay for Inhibitors of the Human Apurinic/apyrimidinic Endonuclease 1 (APE1). hit rate 0.35% among 350,000. AID 2517, 2012. Potency, µM (titrated, usually from 65.8 µM), for inactives: at the highest dose activity change, negative = inhibition, hits mostly inhibitors. recombinant APE1, TAMRA/BHQ-2 abasic DNA cleavage fluorescence;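 note: potency is the fitted concentration of half-maximal effect; plate controls were vehicle for no effect and reference inhibitor for full effect; nearly all actives have a fitted effect of over 55% in size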
Target sequence (P27695 whole entry, looked up): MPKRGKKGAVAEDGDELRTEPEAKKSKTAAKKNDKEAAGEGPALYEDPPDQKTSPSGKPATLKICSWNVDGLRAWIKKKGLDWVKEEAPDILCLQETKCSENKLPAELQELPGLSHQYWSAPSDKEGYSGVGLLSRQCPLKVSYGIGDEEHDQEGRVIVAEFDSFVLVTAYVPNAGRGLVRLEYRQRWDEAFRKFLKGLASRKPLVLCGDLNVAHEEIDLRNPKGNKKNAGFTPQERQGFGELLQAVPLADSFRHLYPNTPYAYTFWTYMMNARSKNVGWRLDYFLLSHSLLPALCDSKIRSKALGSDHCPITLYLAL
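APE1 at 0.75 nM preincubated 15 min at room temperature with compound. Reaction then started with 50 nM double-stranded THF-abasic substrate labelled with TAMRA/BHQ-2, and 525/598 nm fluorescence read kinetically. Activity taken as third-minus-first read difference, normalized to DMSO and NSC13755 controls.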
Anesthetic bind: qHTS Assay for Identification of Novel General Anesthetics; Ferritin light chain (Equus caballus), P02791; apoferritin/1-aminoanthracene competitive binding, fluorescence; Potency, µM (top dose mostly 77.5 µM), for inactives: at the top dose activity change, negative = displacement, most hits filed as inhibitors; hit rate 0.074% among 350,000; note: potency is the fitted concentration of half-maximal effect; % is set by controls: 0 for no effect and ±100 for the full control effect; nearly all actives have a fitted effect of over 20% in size
Target sequence (P02791 2-175 limits assumed): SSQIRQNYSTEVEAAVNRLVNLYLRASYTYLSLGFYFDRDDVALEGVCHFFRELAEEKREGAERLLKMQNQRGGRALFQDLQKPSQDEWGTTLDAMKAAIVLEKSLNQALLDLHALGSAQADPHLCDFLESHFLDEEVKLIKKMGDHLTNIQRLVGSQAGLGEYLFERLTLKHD
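Concentration-response curves derived by four-parameter Hill fitting of normalized fluorescence, where compounds displaced 1-AMA from 10 uM horse apoferritin following a brief 10 min room-temperature incubation; propofol titration acted as positive control.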
BLM inh: qHTS Assay for Inhibitors of Bloom's syndrome helicase (BLM) | AID 2528, 2010 | Potency, µM (highest dose often 56.1 µM), for the others: at the top dose activity change, negative = inhibition, usual class: inhibitors | hit rate 0.2% among 350,000 | RecQ-like DNA helicase BLM (Homo sapiens), P54132 | recombinant BLM DNA unwinding, fluorescence dequenching;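 note: potency is the fitted concentration of half-maximal effect; plate controls were vehicle for no effect and no enzyme for full effect; nearly all actives have a fitted effect of over 35% in size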
Numbers without * were called inactive; i = inactive; u = inconclusive; x = not tested or not shown; & = joins results of further samples; [ ] = another dose, or the depositor's remark. Unless noted, calls come from the whole dose curve; as a rule, active = well fitted curve in the direction sought with a large enough effect; inconclusive = small, poorly fitted or top-dose-only effect, or another doubt; inactive = no such curve, though single readings can be large; an effect the other way counts as inactive or inconclusive.

SMILES	POLB inh	Tb PGK inh	Pol iota inh	RXFP1 antag	POLH inh	POLK inh	APEX1 inh	Anesthetic bind	BLM inh
COc1cccc(C(c2nnnn2Cc2ccccc2)N2CCN(C(=O)c3ccco3)CC2)c1OC (stereo not given)	12%	-4%	5%	0	-16%	-2%	10%	4%	-1%
Cc1c(Cl)cccc1NS(=O)(=O)c1cn(C)c(=O)n(C)c1=O	9%	9%	14%	-1	-26%	1%	41%	-8%	0%
COc1ccc([N+](=O)[O-])cc1NC(=S)NC(C)=O	8%	-3%	30%	-1	-19%	-3%	3%	-3%	-7%
Cc1ccc(/C=N/n2c(-c3cccnc3)n[nH]c2=S)o1	50%	i	14%	-20	-13%	-1%	u	11%	-2%
CCCCCn1c(=S)[nH]c2cc(C(=O)N3CCN(C(=O)OCC)CC3)ccc2c1=O	18%	-3%	124%[activator]	-2	-24%	3%	11%	-7%	-1%
COc1ccc(CCNC(=O)COC(=O)c2ccc(C)s2)cc1OC	x	-2%	27%	5	-23%	-5%	2%	x	x
O=C(NCCC1=CCCCC1)C1CCC(CNc2nc(=S)[nH]c3ccccc23)CC1 (stereo not given)	-8%	-4%	20%	-15	-8%	-4%	-1%	-5%	-5%
Cc1cc(OCC(=O)NCC(c2ccc(F)cc2)N2CCOCC2)ccc1Cl (stereo not given)	x	-5%	22%	-16	-3%	-1%	20%	x	x
Cc1ccc2c(c1)C1(C=CC(=O)C=C1)CC(=O)N2C	x	x	9%	x	x	-6%	-2%	-23%	0%
CCOC(=O)C1=C(C)NC(=O)NC1c1ccc(Br)o1 (stereo not given)	2%	-4%	70%[activator]	-4	-12%	-1%	-3%	-2%	1%
COc1ccc(-c2cnn(-c3ccccc3)c2N)cc1OC	-10%	2%	11%	4	4%	-1%	-6%	3%	-1%
O=C(COC(=O)c1cc(S(=O)(=O)N2CCOCC2)ccc1Cl)NCCc1ccccc1	x	-9%	45%[activator]	2	-21%	-3%	24%	x	x
NC(=O)CC(NC(=O)Cc1ccc(Cl)cc1)c1ccc(NCCCN2CCCC2=O)c([N+](=O)[O-])c1 (stereo not given)	1%	i	4%	x	-10%	9%	3%	-12%	2%
CCOc1ccc(OCc2ccc(C(=O)Nc3cc(OC)c(OC)c(OC)c3)o2)cc1	u	-10%	-20%	-17	-20%	-7%	x	-8%	2%
O=C(NCCC(=O)N1CCNC1=O)OCc1ccccc1	1%	x	27%	2	-1%	10%	1%	5%	-2%
CCc1cc(C(=O)N2CCCC(C(=O)c3ccc(Oc4ccccc4)cc3)C2)n(C)n1 (stereo not given)	31%	0%	37%[activator]	-12	-18%	-4%	2%	-27%	-6%
O=S(=O)(NCCc1ccccc1)c1ccc(-n2cnnn2)cc1	33%	7%	2%	-2	7%	7%	23%	-1%	-3%
Cn1c(=O)c2c([nH]c(=S)n2CCCc2ccccc2)n(C)c1=O	-18%	-3%	2%	-10	-3%	-8%	-8%	-13%	3%
Cc1nn(-c2ccccc2)c2nc(-c3cccs3)cc(C(=O)NN)c12	-10%	-8%	14%	3	-14%	-13%	-13%	-14%	-2%
C=C1CCN([C@@H](CC(C)C)C(=O)NCCCc2ccccc2)S(=O)(=O)c2ccccc21	x	-11%	2%	x	-1%	-3%	x	x	x
S=C1NC(c2ccccc2)=NCN1c1ccc(Br)cc1	3%	x	27%	27	-13%	-8%	2%	-14%	-5%
CCCCN1C(=O)C(NC(=O)C2CC2)(C(F)(F)F)C2=C1CC(C)(C)CC2=O (stereo not given)	-7%	i	13%	-16	-7%	1%	-1%	-10%	-3%
Cc1onc(-c2ccccc2)c1C(=O)N1CCN(S(=O)(=O)c2ccc(Cl)cc2)CC1	12%	-2%	7%	0	-23%	-2%	34%	2%	0%
CC(Sc1nnc(-c2ccco2)o1)C(=O)Nc1ccc(OC(F)F)cc1 (stereo not given)	x	i	6%	0	-18%	-5%	4%	x	x

4 structures from above, arranged by length of the SMILES, largest number first:
SMILES	POLB inh	Tb PGK inh	Pol iota inh	RXFP1 antag	POLH inh	POLK inh	APEX1 inh	Anesthetic bind	BLM inh
NC(=O)CC(NC(=O)Cc1ccc(Cl)cc1)c1ccc(NCCCN2CCCC2=O)c([N+](=O)[O-])c1 (stereo not given)	1%	i	4%	x	-10%	9%	3%	-12%	2%
C=C1CCN([C@@H](CC(C)C)C(=O)NCCCc2ccccc2)S(=O)(=O)c2ccccc21	x	-11%	2%	x	-1%	-3%	x	x	x
CCCCN1C(=O)C(NC(=O)C2CC2)(C(F)(F)F)C2=C1CC(C)(C)CC2=O (stereo not given)	-7%	i	13%	-16	-7%	1%	-1%	-10%	-3%
O=S(=O)(NCCc1ccccc1)c1ccc(-n2cnnn2)cc1	33%	7%	2%	-2	7%	7%	23%	-1%	-3%

Following part:
SMILES	POLB inh	Tb PGK inh	Pol iota inh	RXFP1 antag	POLH inh	POLK inh	APEX1 inh	Anesthetic bind	BLM inh
O=C(Nc1cccc(Cl)c1)c1cccnn1	1%	0%	42%[activator]	-10	-19%	9%	20%	-2%	-6%
CC(=O)C1=C(C)Nc2ncnn2C1c1ccc(Cl)cc1Cl (stereo not given)	8%	-13%	-16%	-11	-11%	2%	-8%	3%	0%
COC(=O)c1ccccc1NC(=O)CSc1nnc(-c2ccoc2C)n1C	6%	-2%	0%	6	4%	-8%	-9%	-13%	3%
CCC(Sc1nc2ccncc2[nH]1)C(=O)Nc1ccc(F)cc1 (stereo not given)	-9%	10%	0%	3	-9%	-6%	x	2%	1%
O=C(COC(=O)c1cccc([N+](=O)[O-])c1)Nc1ncc(Br)s1	x	1%	0%	-10	-8%	4%	15%	x	x
Cc1ccc(-c2ccc(C3C4C=CCC(C)C4C(=O)N3Cc3ccccc3)c(F)c2)cc1 (stereo not given)	x	x	11%	x	x	-19%	5%	126%[activator]	-4%
CCOC(=O)c1c(S(=O)(=O)NCC(=O)Nc2cccc(F)c2)c(C)n(C)c1C	13%	1%	6%	-14	1%	-8%	-11%	-1%	-2%
NS(=O)(=O)c1cccc(NC(=O)COC(=O)CN2C(=O)c3ccccc3C2=O)c1	x	1%	12%	-1	-2%	-3%	17%	x	x
Cn1cccc1C(=O)Nc1nc(-c2ccccn2)cs1	u	-11%	-150%	-10	u	-10%	0%	-6%	-7%
CCCCOP(=O)(c1ccc(N(C)C)cc1)C(O)c1ccc(N(C)C)cc1 (stereo not given)	12%	i	21%	-4	-5%	-10%	51%[activator]	0%	-3%
O=C(Nc1nccs1)c1cc(-c2ccccn2)nc2c(Cl)cccc12	u	-1%	25µM*	-4	u	-34%	44%	-14%	24%
N#Cc1ccc(C(=O)OCC(=O)Nc2ccc(N3CCOCC3)cc2)cc1	17%	-3%	62%[activator]	-4	-13%	-6%	-1%	u	0%
CCN(CC)C(=O)c1cn(C)c(=O)c2cc(OC)c(OC)cc12	-1%	-1%	50%[activator]	-2	-1%	-8%	-4%	2%	-7%
Nc1nc(SCC(=O)Nc2cc(S(=O)(=O)N3CCOCC3)ccc2Cl)n[nH]1	11%	i	52%[activator]	12	-4%	-3%	-3%	-4%	-2%
CCN(C(=O)Cn1cnc2c1c(=O)n(C)c(=O)n2C)c1ccccc1C	31%	6%	-14%	4	-9%	-2%	x	8%	-3%
COc1ccc2c(c1)CC(C(=O)Nc1cccc(C)c1C)CO2 (stereo not given)	1%	i	-15%	4	-9%	-6%[60.1 µM]	x	6%	-7%
O=c1[nH]nc(SCCS(=O)(=O)c2ccc(F)cc2)n1-c1ccccc1	1%	-9%	-7%[58.9 µM]	-4	-9%	-7%	6%	14%	0%
CCC(=O)c1cn([C@@H](CCC(OC)OC)CC(=O)OC(C)(C)C)cc1CC	x	10%	20%	x	-13%	0%	x	x	x
CC(=O)N(c1ccccc1)c1nnc(-c2cnc(C)cn2)s1	0%	i	55%[activator]	-9	-15%	-7%	13%	-7%	-3%
O=Cc1c[nH]c2ncccc12	8%	-2%	-23%	10	-8%	-10%	47%[activator]	3%	-6%
Cc1ccc(NC(=O)Cn2c(-c3nonc3N)nc3ccccc32)cc1Cl	28%	-4%	6%	3	-3%	8%	x	3%	1%
Cc1nnc(SC(C)C(=O)Nc2ccc(S(=O)(=O)N3CCCCC3)cc2)s1 (stereo not given)	-2%	-3%	4%	1	-1%	-22%	1%	u	-1%
Cc1ccccc1OCC(=O)Nc1ccc2nc(SCC(=O)N(C)c3ccccc3)sc2c1	33%	i	23%	x	-11%	8%	x	58%[activator]	-6%
Cn1c(SCC(=O)NC2CCCCC2)nnc1-c1ccncc1	30%	-2%	-25%	-22	6%	-4%	1%	-8%	-1%
CC(C)[C@H](N)C(=O)OCCOCn1cnc2c(=O)[nH]c(N)nc21	x	2%&-2%	-4%&7%	10	-15%&-15%	-6%	5%&-1%	-7%	-7%
Cc1cc(NC(=O)CN2CCCC2c2nc3ccccc3s2)no1 (stereo not given)	-18%	-8%	13%	-5	-12%	-1%	1%	u	-3%
Cc1ccnc(NC(=O)c2cccc(S(=O)(=O)NCc3ccccc3)c2)c1	x	i	0%	3	-21%	-4%	40%	x	x
COC(=O)/C(=C\Nc1ccc(OC)cc1)NC(=O)c1ccc(Cl)cc1Cl	11%	-5%	8%	1	-13%	-8%	2%	-4%	2%
O=c1[nH]c(CSc2nc3ccccc3[nH]2)nc2c1cnn2-c1ccccc1	4%	-3%	13%	-12	-17%	-2%	23%	-2%	-5%
CC1(C)Cc2c(cnn2-c2ccccc2)C(NC(=O)CCCN2CCCCC2=O)C1 (stereo not given)	-7%	-4%	49%[activator]	1	-12%	-9%	14%	0%	3%

High-throughput results as filed in PubChem.

The list is partial, so the mix of outcomes need not match the whole.
